# Screens deposited in PubChem by National Center for Advancing Translational Sciences (NCATS).
# Tb PFK inh – blocks T. brucei phosphofructokinase | O15648 | T. brucei PFK, ADP-Glo luminescence | Potency, µM (doses to about 57.5 µM), inactives show at the top dose activity, negative = inhibition, actives largely listed as inhibitors | 330,000 tested, 0.17% active | AID 485367;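 further: potency means the concentration at half of the fitted maximal effect; 0% = uninhibited 1x PFK enzyme wells and -100% = no-enzyme wells; nearly all actives have a fitted effect of over 60% in size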
# Target sequence (O15648 whole entry, looked up): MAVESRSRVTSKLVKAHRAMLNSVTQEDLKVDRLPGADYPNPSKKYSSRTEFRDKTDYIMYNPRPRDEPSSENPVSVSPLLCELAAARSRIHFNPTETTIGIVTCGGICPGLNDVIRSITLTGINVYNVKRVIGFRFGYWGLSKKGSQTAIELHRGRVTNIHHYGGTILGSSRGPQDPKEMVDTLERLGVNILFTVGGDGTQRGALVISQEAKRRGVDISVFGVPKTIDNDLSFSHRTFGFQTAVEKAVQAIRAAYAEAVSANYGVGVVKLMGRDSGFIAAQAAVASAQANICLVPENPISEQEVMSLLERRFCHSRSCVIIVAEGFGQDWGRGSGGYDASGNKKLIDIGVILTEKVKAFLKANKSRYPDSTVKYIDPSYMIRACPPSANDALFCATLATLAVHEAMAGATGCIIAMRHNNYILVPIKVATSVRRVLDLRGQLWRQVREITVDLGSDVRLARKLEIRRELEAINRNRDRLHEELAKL
#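 PFK 1.25 nM, F6P 0.5 mM, ATP 0.1 mM, 0.1 M TEA pH 8.0, 5 mM MgCl2, 0.01% Tween20, 0.1% BSA; 45 min RT. ADP-Glo readout. qHTS titration up to 57 uM; curves fitted, compounds curve-classed.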
# NPC1 prom act – activates the NPC1 promoter. 320,000 tested, 2.4% active. Huh7 NPC1 promoter luciferase reporter, 24 h. Potency, µM (top dose mostly 9.22 µM), without a hit: at the highest dose activation, usual class: activators. AID 485313;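 further: potency means the concentration at half of the fitted maximal effect; % of control where 0% means no effect; nearly all actives have a fitted effect of over 60% in size; reporter is driven by a mutant NPC1 promoter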
#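 Luminescence read-out of NPC1 promoter-driven luciferase in stably transfected Huh7 cells; compounds delivered in DMSO and left 24 h at 37C, 5% CO2, qHTS titration format.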
# Giardia killer – Giardia lamblia killing | AID 540267 | 340,000 tested, 0.15% active | activity change, % at 7.66 µM, hits read low | Giardia lamblia trophozoite viability; in the data active means activity change below about -80%; inconclusive means between about -30% and that limit;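 further: parasites exposed to compound for two days anaerobically before the ATP read; on the % scale 0 is the no-effect control and ±100 the full control effect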
#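 Viability, read as ATP luminescence: trophozoites at 100 cells/well, compound added, 48 hrs anaerobic at 37 deg C, then 15-30 min room-temperature development before reading.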
# KCNH2 3.1 block – KCNH2 3.1 (human) potassium channel inhibition | U2OS KCNH2 3.1, thallium flux FluxOr; stronger effect = lower value | activity change, % (tested at about 1.8 µM) | 340,000 tested, 0.95% active | AID 720553;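 active means maximum activity change below -70%; inconclusive means maximum activity change from -70% to -50%; inactive means maximum activity change above -50%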;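 further: thallium influx rate constant from kinetic fluorescence after stimulation buffer; on the % scale 0 is the no-effect control and ±100 the full control effect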
#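 We transduce U2OS cells with the mutant 3.1 virus, culture them overnight, load FluxOr with Red40 quencher for 45 min, then add stimulation buffer and read kinetically for 2 min to derive a normalized rate constant.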
# FLuc counter – counter-screen for miR-21 project: firefly luciferase inhibitors or activators; P08659; purified FLuc, Km substrates, luminescence inhibition; Potency, µM (series often up to 57.5 µM), for inactives: at the highest dose activity change, negative = inhibition, actives largely listed as inhibitors; 360,000 tested, 6.9% active; AID 588342;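 further: potency means the concentration at half of the fitted maximal effect; plate controls were vehicle for no effect and reference inhibitor for full effect; nearly all actives have a fitted effect of over 55% in size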
#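 Biochemical qHTS of compounds, final roughly 60 µM downward over six points, against 10 nM purified firefly luciferase using Km concentrations of substrates (10 uM D-luciferin, 10 uM ATP) in Tris acetate pH 7.5 buffer; luminescence output.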
# ELG1 genotoxic – induces genotoxicity in HEK293T cells with luciferase-tagged ELG1 | Potency, µM (highest dose often 46 µM), for the others: top-dose activity change, positive = activation, actives largely listed as activators | HEK293T ELG1-luciferase reporter, luminescence, 16 h | 330,000 tested, 1.3% active; further: potency means the concentration at half of the fitted maximal effect; % of control where 0% means no effect; nearly all actives have a fitted effect of over 60% in size
#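 After overnight (16 hr) compound treatment at 37 °C, ELG1-luciferase HEK293T cells were lysed with ONE-Glo; luminescence quantified 30 min later at room temperature.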
# uPA surface inh – blocks generation of uPA at the cell surface; 330,000 tested, 0.31% active; cell surface uPA generation assay, qHTS; Potency, µM (series often up to 38.3 µM), for inactives: top-dose activity change, negative = inhibition, usual class: inhibitors; AID 540303; active means well fitted inhibition curve with a large enough effect; inconclusive means small, poorly fitted or top-dose-only effect; inactive means no such curve, though single readings can be large or run the other way; tested in mouse RAW 264.7 cells; further: potency means the concentration at half of the fitted maximal effect; on the % scale 0 is the no-effect control and ±100 the full control effect; nearly all actives have a fitted effect of over 55% in size
# VP16 counter – Gal4-VP16 reporter inhibition counter-screen; Drosophila S2 Gal4-VP16 UAS-luciferase, luminescence, 20 h; Potency, µM (top dose mostly 53.6 µM), for the others: top-dose activity, negative = inhibition, hits mostly inhibitors; AID 2546; 310,000 tested, 3.5% active;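 further: Gal4-VP16 expression switched on by copper sulfate through the metallothionein promoter; potency means the concentration at half of the fitted maximal effect; on the % scale 0 is the no-effect control and ±100 the full control effect; nearly all actives have a fitted effect of over 50% in size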
# RORg inh – ROR gamma (mouse) transcription inhibition | 310,000 tested, 5.4% active | Potency, µM (series often up to 53.6 µM), for the others: at the highest dose activity change, negative = inhibition, actives largely listed as inhibitors | Drosophila S2 Gal4-RORgamma UAS-luciferase reporter, 20 h; further: potency means the concentration at half of the fitted maximal effect; on the % scale 0 is the no-effect control and ±100 the full control effect; nearly all actives have a fitted effect of over 60% in size
# Target sequence (P51450 whole entry, looked up, the tested form may be a part): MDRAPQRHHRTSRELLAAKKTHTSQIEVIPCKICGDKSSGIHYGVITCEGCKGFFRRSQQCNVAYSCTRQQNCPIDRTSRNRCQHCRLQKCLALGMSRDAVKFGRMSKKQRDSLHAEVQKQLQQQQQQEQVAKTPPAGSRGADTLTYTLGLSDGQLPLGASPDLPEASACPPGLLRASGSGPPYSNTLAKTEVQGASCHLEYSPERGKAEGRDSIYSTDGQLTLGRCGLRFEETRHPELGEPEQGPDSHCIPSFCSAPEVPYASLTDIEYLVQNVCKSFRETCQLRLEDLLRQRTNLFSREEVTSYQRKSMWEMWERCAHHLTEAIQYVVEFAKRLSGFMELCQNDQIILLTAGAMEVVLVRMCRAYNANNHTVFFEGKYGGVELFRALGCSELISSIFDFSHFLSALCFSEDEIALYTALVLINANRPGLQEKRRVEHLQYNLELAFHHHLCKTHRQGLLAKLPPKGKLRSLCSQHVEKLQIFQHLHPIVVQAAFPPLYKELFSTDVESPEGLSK
#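 A Gal4/UAS one-hybrid system in insect cells: metallothionein-promoter Gal4–ROR gamma fusion plus Photinus luciferase reporter. Copper sulfate 700 uM final, 20 hr ambient incubation, luminescent detection after 10 min with reagent.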
# Rab9 prom act – activates the Rab9 promoter; AID 485297; Huh7 Rab9 promoter-luciferase reporter, luminescence, 24 h; 320,000 tested, 2.8% active; Potency, µM (series often up to 9.22 µM), inactives show top-dose activation, negative = inhibition, hits mostly activators; further: potency means the concentration at half of the fitted maximal effect; % of control where 0% means no effect; nearly all actives have a fitted effect of over 60% in size
#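 Stable Rab9-luc Huh7, 1500 cells/well, 2 h settle; cmpd in DMSO, 24 h, 37 °C/5% CO2; luciferase reagent 10 min RT; luminescence.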
# FBPA coupling cs – coupling enzyme interference in Giardia aldolase counter-screen; coupling enzyme system counterscreen, AmpLite Red fluorescence; activity change, negative = inhibition, % at 58.2 µM, hits read low; 290,000 tested, 0.67% active; AID 2472; in the data active means activity change below about -30%; further: on the % scale 0 is the no-effect control and ±100 the full control effect
#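 Activity here indicates interference with the coupling reaction, not aldolase inhibition. Compounds at 57.5 uM final met coupling enzymes for 10 min at RT; substrate and AmpLite Red detection followed, with a 525/598 nm fluorescence read after 20 min.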
# * hit, by the source's call; ? = inconclusive; . = no result given; [ ] = another dose, or the depositor's remark. Unless noted, the call rests on the fitted dose curve; in most records, active means well fitted curve in the direction sought with a large enough effect; inconclusive means small, poorly fitted or top-dose-only effect, or another doubt; inactive means no such curve, though single readings can be large; an effect the other way counts as inactive or inconclusive.
SMILES,Tb PFK inh,NPC1 prom act,Giardia killer,KCNH2 3.1 block,FLuc counter,ELG1 genotoxic,uPA surface inh,VP16 counter,RORg inh,Rab9 prom act,FBPA coupling cs
CCOC(=O)C1CCN(C(=O)c2ccccc2NC(=O)c2ccc(Br)cc2)CC1,0.4%,0.5%,-3.8,0.5,-2.4%,-3.4%,0.8%,5.2%,6.9%,-8.8%,2.8
O=[N+]([O-])c1ccc(S(=O)(=O)N2CCC3(CC2)OCCN3S(=O)(=O)c2cccs2)cc1,-10.9%,1.2%,17.4,-0.8,-0.4%,-3.0%,-5.2%,.,.,-4.3%,.
Cc1ccc(N2C(=O)C3C4C=CC(CNC(=S)Nc5ccc(Cl)cc5)(O4)C3C2=O)cc1 (stereo not given),14.7%,-5.4%,-1.4,1.3,9.6%,-2.6%,-4.4%,3.16µM*,7.08µM*,2.0%,0.0
Cc1cc(C)c(C)c(S(=O)(=O)N2CCNCC2)c1C,0.5%,-2.4%,-6.5,0.6,3.4%,-1.7%,-1.6%,-14.2%,-30.8%,11.6%,-0.6
CCOC(=O)N1CCN(C(=O)c2nc3ccccc3s2)CC1,0.0%,16.4%,-25.4,-2.8,19µM*,?,-0.4%,-1.3%,17.8%,12.9%,2.5
Cc1cc(OCC#N)nc(N)n1,3.1%,-1.4%,24.9,0.1,-0.1%,0.3%,1.0%,7.4%,1.3%,-0.6%,0.8
COc1ccccc1NC(=O)c1cccc(S(=O)(=O)N2CCN(Cc3ccccc3)CC2)c1,4.0%,-1.7%,-23.4,15.2,1.4%,-8.4%,-0.5%,.,.,-3.0%,.
COc1ccc(C(=O)COC(=O)C2COc3ccccc3O2)cc1F (stereo not given),0.0%,.,-9.7,-11.3,.,1.4%,-4.9%,.,.,.,.
COc1ccc(CCNC(=O)CCSc2nc(-c3ccco3)cc(C(F)(F)F)n2)cc1,0.2%,4.0%,0.6,-3.8,3.0%,-7.0%,-2.0%,-13.4%,?,6.2%,3.4
O=[N+]([O-])c1ccc(-c2nc3ccc([N+](=O)[O-])cc3[nH]2)cc1,-2.3%,1.58µM*,-1.7,25.4,2.69µM*,0.2%,-1.6%,-1.8%,?,?,-15.9
CCC(C)(C)NC(=O)c1ccc2c(c1)S(=O)(=O)c1ccccc1C2=O,.,.,-18.3,3.7,-6.1%,.,-0.6%,-10.2%,34.7%,.,-5.5
Cn1c(=O)[nH]c(=O)c2c1nc(N1CCN(C(c3ccccc3)c3ccccc3)CC1)n2CCO,-2.2%,-9.6%,-18.5,-6.6,-1.3%,-0.3%,-0.2%,-3.5%,27.7%,-11.4%,8.5
CC1CCCCC1NC(=O)Cn1nnc2ccccc2c1=O (stereo not given),2.1%,-0.6%,-14.9,5.7,-3.8%,1.8%,2.2%,-16.3%,1.8%,-0.5%,-0.2
CCc1nc(N)c(C#N)c(-c2cccc3ccccc23)c1C,0.2%,-0.2%,2.4,-5.0,-0.1%,3.8%,-6.5%,-6.0%,-16.7%,-4.0%,-1.9
Cc1ccc(C)c(NC(=O)NC2CCCCCCC2)c1,2.7%,0.8%,29.0,-0.8,-4.2%,4.0%,5.0%,-15.6%,-32.0%,5.0%,-0.2
COc1ccc(CCNC(=O)c2cc(S(=O)(=O)N3CCOCC3)ccc2F)cc1,-7.9%,1.5%,1.7,-4.3,.,-3.1%,-0.8%,.,.,-2.4%,.
CC(C)NS(=O)(=O)c1ccc(OCC(=O)N2CCCC2)cc1,-2.8%,-1.7%,17.6,-1.4,-1.8%,0.4%,-0.4%,-15.1%,2.8%,0.1%,4.4
CC(C)CNC(=O)CN1c2cccc3cccc(c23)S1(=O)=O,15.8%,0.0%,-9.3,19.2,-0.8%,-2.0%,8.1%,-13.2%,18.7%,2.6%,-0.1
Cc1ccc2c(C(=O)CSc3ccccc3)c(C)[nH]c2c1,1.2%,20.0%,-23.2,-6.2,-1.7%,8.0%,0.0%,1.8%,-2.0%,?,5.7
CCc1ccccc1NC(=O)CN1CCN(C(=O)CN2C(=O)NC3(CCCC3)C2=O)CC1,4.9%,-1.9%,-3.0,-3.9,.,0.2%,1.1%,.,.,-3.5%,.
COc1ccc(C(=O)N2CCN(C3CCN(Cc4ccccc4)CC3)CC2)cc1OC,-6.8%,2.2%,-10.1,-9.2,0.9%,-2.7%,3.0%,-4.9%,-25.5%,-1.7%,0.5
CC1(C)CNC(=O)C=C(c2ccccc2)C1,-4.3%,2.7%,5.8,2.7,-0.7%,-0.2%,-9.6%,-3.2%,-11.1%,-2.6%,3.3
CS(=O)(=O)N1CCN(c2ccccc2NC(=O)c2cccnc2Cl)CC1,4.3%,-1.3%,9.3,0.4,0.3%,1.3%,-0.5%,3.3%,1.4%,3.3%,4.4
Cc1ccc(SCc2cc(=O)c3c(=O)n(-c4ccccc4)[nH]c3[nH]2)cc1,-11.4%,1.8%,-17.3,9.5,?,-2.7%,4.3%,-12.1%,-8.7%,0.3%,-0.2
COc1cccc(/C=N\NC(=O)c2sc(N)nc2C)c1OC,-1.5%,-2.5%,1.2,-3.5,?,?,4.6%,10.6%,1.2%,-4.2%,1.3
Cc1c(OCC(=O)NC(Cc2ccc(Cl)cc2)C(=O)O)ccc2c1oc(=O)c1ccccc12 (stereo not given),-3.8%,1.3%,8.3,-3.6,5.7%,6.0%,9.4%,-0.5%,-7.2%,-8.9%,10.8
Cc1cccc(C(=O)N=c2sccn2C)c1[N+](=O)[O-],-2.5%,2.82µM*,-0.9,-6.8,15.1µM*,10.3µM*,4.6%,21.6%,-19.9%,?,.
CCOc1ccc2[nH]c(=O)c(CN(CC3COCCO3)C(=O)c3ccco3)cc2c1 (stereo not given),-1.2%,1.8%,-2.3,-4.7,0.5%,0.8%,3.2%,-5.6%,6.0%,8.3%,0.7
NC1=C(c2ccccc2)C(=O)NC1=O,-4.5%,0.2%,-13.8,6.2,-0.7%,-0.1%,8.3%,-3.0%,-9.9%,6.7%,0.4
COc1ccc(N2C(=O)/C(=C\c3ccco3)N=C2SCC(=O)NC(C)C)cc1Cl,-0.6%,1.9%,-11.6,10.1,8.1%,-0.7%,1.9%,?,?,-12.4%,0.5
COc1ccccc1N(CC(=O)NCCc1ccccc1)S(C)(=O)=O,-3.7%,2.1%,8.4,1.2,-3.3%,-5.2%,0.7%,-12.5%,19.6%,7.8%,1.4
O=C1c2ccccc2C(=O)C12OC2c1ccc(Cl)cc1 (stereo not given),29.2%,-8.3%,.,.,-1.7%,10.3%,.,?,-28.1%[10 µM],-14.2%,-22.0
CC(C)(C)c1ccc(C(=O)NCc2nnc(SCC(=O)NC3CCCCC3)o2)cc1,0.1%,2.2%,-17.0,-10.8,19µM*,3.6%,-13.0%,-2.4%,11.9%,6.6%[1.84 µM],.
CCOC(=O)Cc1csc(NC(=O)c2ccc(Br)cc2)n1,-0.8%,1.0%,7.0,5.6,21.3µM*,-2.9%,?,?,?,-0.3%,-4.3
O=C(NCc1n[nH]c(=S)n1-c1ccccc1)c1ccc(S(=O)(=O)N2CCCCC2)cc1,-7.9%,-2.9%,8.1,-5.2,-9.8%,0.8%,1.4%,-9.5%,-10.6%,3.8%,2.0
Cc1onc(-c2ccccc2)c1-c1ccnn1S(=O)(=O)c1ccc(Cl)cc1,-6.0%,-0.3%,-4.0,-8.3,-3.7%,-8.7%,3.2%,-2.2%,36.3%,-3.4%,-12.8
c1ccc(-c2noc(-c3ccno3)n2)nc1,-1.3%,16.2%,19.2,-14.6,-10.1%,8.8%,18.1%,-1.3%,23.1%,28.4%,2.4
COc1ccccc1CN1C[C@@H]2C[C@@H](c3cccc(C)c3)N3CCC[C@@]23C1=O,-0.8%,-2.1%,14.3,-4.8,-2.5%,-3.2%,4.0%,5.5%,33.6%,-1.5%,0.5
O=C(Nc1ccc(Cc2ccncc2)cc1)C1CCC(N2C(=O)C3CC=CCC3C2=O)CC1 (stereo not given),1.3%,-3.6%,-2.4,-2.3,0.9%[2.3 µM],-10.5%,9.5%,-11.3%,3.1%,-3.5%,7.7

# Structures listed so far with a cyano group:
SMILES,Tb PFK inh,NPC1 prom act,Giardia killer,KCNH2 3.1 block,FLuc counter,ELG1 genotoxic,uPA surface inh,VP16 counter,RORg inh,Rab9 prom act,FBPA coupling cs
Cc1cc(OCC#N)nc(N)n1,3.1%,-1.4%,24.9,0.1,-0.1%,0.3%,1.0%,7.4%,1.3%,-0.6%,0.8
CCc1nc(N)c(C#N)c(-c2cccc3ccccc23)c1C,0.2%,-0.2%,2.4,-5.0,-0.1%,3.8%,-6.5%,-6.0%,-16.7%,-4.0%,-1.9
